Screening results deposited in PubChem by National Center for Advancing Translational Sciences (NCATS).
IkB sig inh: suppresses IkB signaling in ABC-DLBCL reporter cells. AID 445. ABC-DLBCL IkBa-CBG/CBR dual luciferase ratio, 4 h; response scale: scaled: untreated 0%, proteasome inhibitor 100%. 0.04% of 110,000 active. Potency, µM (highest dose often 57.1 µM), inactives show top-dose IkBa stabilization activation; active means well fitted curve in the direction sought with a large enough effect in the signal ratio, not every such curve was filed as active; inconclusive means small, poorly fitted or top-dose-only effect, or a change in a side signal; the % refers to the signal ratio;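 further: the direction sought is a rising ratio; 0% = basal untreated cells and 100% = reference inhibitor full response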
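In this assay, an IκBα–CBG68 fusion accumulates when IKK-driven degradation is blocked; native CBR normalizes for cell number. OCI-Ly3 cells were treated 4 h with compound and doxycycline, then green and red light read after Chroma-Glo addition.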
Peg3 imprint: genomic imprint erasure induction. 0.02% of 110,000 active. mouse ES Peg3-LacZ reporter, beta-gal luminescence, 40 h. Potency, µM (top dose mostly 60.7 µM), for inactives: at the top dose activity change, positive = activation, actives largely listed as activators;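 further: 0% = negative control wells on the plate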
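Each well holds 300 Peg3LacZ-Neo (maternal) female ES cells incubated 40 h at 37C, 5% CO2. LacZ is measured by BetaGlo luminescence, with AC50 and maximum efficacy derived from dose-response curves.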
p53ts 32C tox: cytotoxicity in p53ts cells at permissive temperature | H1299-p53A138V at 32C, ATP luminescence viability, 24 h | Potency, µM (top dose mostly 46.1 µM), without a hit: at the top dose activity change, negative = cytotoxicity, hits mostly cytotoxic | 0.93% of 130,000 active | AID 924;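 further: 0% = DMSO and -100% = full killing by reference compound; nearly all actives have a fitted effect of over 55% in size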
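Cells: H1299 p53ts (A138V), 600/well, pre-incubated 16–30 h at 37C. Cpd up to 46 uM, 24 h, 32C. Readout: ATPlite luminescence, 20 min RT. Normalization: DMSO vs tamoxifen 100 uM. AC50 by Hill equation.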
p53ts 39C tox: cytotoxicity in p53ts cells at nonpermissive temperature; H1299-p53A138V viability at 39C, ATP luminescence, 24 h; Potency, µM (top dose mostly 46.1 µM), for inactives: top-dose activity change, negative = cell killing, actives largely listed as cytotoxic; 1.5% of 130,000 active; AID 902; further: nearly all actives have a fitted effect of over 55% in size
An asterisk follows results filed as active; ? = inconclusive; / = not tested or not shown; & = joins results of further samples; [ ] = another dose, or the depositor's remark. Unless noted, the call rests on the fitted dose curve; in most records, active means well fitted curve in the direction sought with a large enough effect; inconclusive means small, poorly fitted or top-dose-only effect, or another doubt; inactive means no such curve, though single readings can be large; an effect the other way counts as inactive or inconclusive. Unless noted, on the % scale 0 is the no-effect control and ±100 the full control effect; potency means the concentration at half of the fitted maximal effect.

Screens by letter: A = IkB sig inh; B = Peg3 imprint; C = p53ts 32C tox; D = p53ts 39C tox
1) COC(=O)Cc1nnc(NC(=O)c2ccccc2)s1
  A: 6.6%; B: -35.1%[inhibitor]; C: -9.4%; D: 3.6%
2) CC[C@H](C)N(C)C(=O)c1cc2ccccc2c(-c2ccccc2Cl)n1
  A: 0.5%&-9.3%; B: -14.7%; C: 18.9%; D: -16.6%
3) CC(=O)c1ccc(N2CCN(C(=O)c3ccco3)C(C)C2)c(F)c1 (stereo unspecified)
  A: 2.7%; B: -2.9%; C: 3.4%; D: 3.2%
4) CCOC(=O)c1[nH]c2ccccc2c1NC(=O)c1c(F)cccc1F
  A: 6.6%; B: 3.8%[10.9 µM]; C: -8.7%; D: 21.6%
5) CC(C)(C)c1nc(CN2CCOCC2)ccc1O
  A: 5.3%; B: /; C: -8.2%; D: 0.8%
6) CCOC(=O)c1c(C2COc3ccccc3O2)csc1N (stereo unspecified)
  A: ?; B: -19.0%; C: -8.9%; D: ?
7) COc1ccc(OC)c(N(CC(=O)Nc2ccc3c(c2)OCO3)S(=O)(=O)c2ccccc2)c1
  A: ?; B: -16.5%; C: 2.6%; D: 6.2%
8) CN1CCN(Cc2nc3cccc4c3c([n+]2[O-])-c2ccccc2-4)CC1
  A: 1.0%[11.4 µM]; B: -18.1%[10.9 µM]; C: -4.1%[9.22 µM]; D: -3.7%[9.22 µM]
9) CCc1nn(CC(=O)N(CC)Cc2ccccc2)c(=O)c2cc3occc3n12
  A: 0.0%; B: 14.9%[10.9 µM]; C: 3.7%; D: 19.6%
10) CO[C@@H]1COC(=O)[C@H](C)NC(=O)[C@@H](C)COC(=O)[C@H](C)NC(=O)C/C=C\[C@H]1C
  A: /; B: /; C: 2.8%[9.22 µM]; D: 6.8%[9.22 µM]
11) CCC(=O)N1CCc2cc(Br)cc(S(=O)(=O)CCC(=O)Nc3ccc(CC)cc3)c21
  A: 4.0%; B: -2.4%[10.9 µM]; C: -0.9%; D: 29.3%
12) CCOC(=O)N1CCN(C(=O)c2cnn3ccccc23)CC1
  A: -2.1%; B: -3.6%; C: -8.4%; D: 12.8%
13) CCc1ccc2oc(=O)cc(CN3CCC(C)CC3)c2c1
  A: 1.4%; B: -3.5%; C: 12.1%; D: 2.5%
14) CCSc1nnc(NC(=O)c2ccc(Br)s2)s1
  A: ?; B: -19.6%; C: -3.6%; D: -3.6%
15) O=C(CNc1n[nH]c(=O)[nH]c1=O)N/N=C/c1cccnc1
  A: /; B: /; C: 25.3%; D: 6.9%
16) COc1cc2c(C(=O)N3CCN(c4cc(Cl)ccc4C)CC3)cn(CC(C)C)c(=O)c2cc1OC
  A: 2.6%; B: -6.2%[10.9 µM]; C: -0.1%; D: -10.0%
17) Cc1occc1C(=O)NC(C)C(C)(C)C (stereo unspecified)
  A: 2.7%; B: -2.9%; C: 6.4%; D: 7.3%
18) CCc1nnc(NC(=O)CSCc2cc(=O)c3ccc(C)cc3[nH]2)s1
  A: 2.7%; B: -3.6%[10.9 µM]; C: -7.6%; D: 11.5%
19) CCCCOCCCNC(=O)N[C@@H](CCSC)C(=O)OC
  A: 5.1%; B: -4.7%; C: -0.3%; D: 3.0%
20) COc1ccc(-c2onc(C)c2C)cc1S(=O)(=O)NCc1cccs1
  A: -1.8%; B: -1.6%[10.9 µM]; C: 2.0%; D: 3.8%
21) CCCN1Cc2cccc(C(=O)Nc3ccc(OC)c(OC)c3)c2C1=O
  A: -1.4%; B: -7.0%; C: 12.3%; D: -1.4%
22) O=C1C2C3C=CC(C3)C2C(=O)N1c1ccc(-c2nc3ccccc3o2)cc1 (stereo unspecified)
  A: -0.8%; B: -3.0%; C: -12.3%; D: -16.5%
23) COc1cccc(N2CCN(C(=O)c3c(C)oc4ncnc(N5CCCCC5)c34)CC2)c1
  A: 7.9%; B: 19.0%[10.9 µM]; C: -1.2%; D: 5.1%
24) O=C1C2C(c3ccccc3)C=CC(c3ccccc3)C2C(=O)N1CCO (stereo unspecified)
  A: 1.3%; B: -8.9%; C: -3.1%; D: 1.8%
25) C(=N\c1nc2ccccc2n1Cc1ccccc1)/c1cccs1
  A: 5.3%; B: -15.3%; C: -5.5%; D: 1.8%
26) O=C(c1ccc(CS(=O)(=O)c2c(Cl)cccc2Cl)o1)N1CCCC1
  A: -2.4%; B: -13.0%; C: -1.1%; D: 3.9%
27) Cc1ccc(NC(=O)c2ccc(COc3ccc4c(c3)CCC4)cc2)c(C)c1
  A: /; B: /; C: -20.0%; D: -13.6%
28) CCOc1ccccc1C1CC(c2ccc(Cl)cc2)Nc2nc(N)nn21 (stereo unspecified)
  A: -2.0%; B: -9.8%; C: 1.8%; D: -11.9%
29) Cc1ccnc(NS(=O)(=O)c2ccc(NC(=O)C3CCCCC3C(=O)O)cc2)n1 (stereo unspecified)
  A: 1.2%; B: -8.0%; C: 5.3%; D: -12.2%
30) CCOc1ccc(CCNS(=O)(=O)c2c(C)nc3sc(C)cn3c2=O)cc1OCC
  A: 0.1%; B: -9.5%[10.9 µM]; C: -1.7%; D: 17.0%

Quoted from above: nos. 11–27
Screens by letter: A = IkB sig inh; B = Peg3 imprint; C = p53ts 32C tox; D = p53ts 39C tox
11) CCC(=O)N1CCc2cc(Br)cc(S(=O)(=O)CCC(=O)Nc3ccc(CC)cc3)c21
  A: 4.0%; B: -2.4%[10.9 µM]; C: -0.9%; D: 29.3%
12) CCOC(=O)N1CCN(C(=O)c2cnn3ccccc23)CC1
  A: -2.1%; B: -3.6%; C: -8.4%; D: 12.8%
13) CCc1ccc2oc(=O)cc(CN3CCC(C)CC3)c2c1
  A: 1.4%; B: -3.5%; C: 12.1%; D: 2.5%
14) CCSc1nnc(NC(=O)c2ccc(Br)s2)s1
  A: ?; B: -19.6%; C: -3.6%; D: -3.6%
15) O=C(CNc1n[nH]c(=O)[nH]c1=O)N/N=C/c1cccnc1
  A: /; B: /; C: 25.3%; D: 6.9%
16) COc1cc2c(C(=O)N3CCN(c4cc(Cl)ccc4C)CC3)cn(CC(C)C)c(=O)c2cc1OC
  A: 2.6%; B: -6.2%[10.9 µM]; C: -0.1%; D: -10.0%
17) Cc1occc1C(=O)NC(C)C(C)(C)C (stereo unspecified)
  A: 2.7%; B: -2.9%; C: 6.4%; D: 7.3%
18) CCc1nnc(NC(=O)CSCc2cc(=O)c3ccc(C)cc3[nH]2)s1
  A: 2.7%; B: -3.6%[10.9 µM]; C: -7.6%; D: 11.5%
19) CCCCOCCCNC(=O)N[C@@H](CCSC)C(=O)OC
  A: 5.1%; B: -4.7%; C: -0.3%; D: 3.0%
20) COc1ccc(-c2onc(C)c2C)cc1S(=O)(=O)NCc1cccs1
  A: -1.8%; B: -1.6%[10.9 µM]; C: 2.0%; D: 3.8%
21) CCCN1Cc2cccc(C(=O)Nc3ccc(OC)c(OC)c3)c2C1=O
  A: -1.4%; B: -7.0%; C: 12.3%; D: -1.4%
22) O=C1C2C3C=CC(C3)C2C(=O)N1c1ccc(-c2nc3ccccc3o2)cc1 (stereo unspecified)
  A: -0.8%; B: -3.0%; C: -12.3%; D: -16.5%
23) COc1cccc(N2CCN(C(=O)c3c(C)oc4ncnc(N5CCCCC5)c34)CC2)c1
  A: 7.9%; B: 19.0%[10.9 µM]; C: -1.2%; D: 5.1%
24) O=C1C2C(c3ccccc3)C=CC(c3ccccc3)C2C(=O)N1CCO (stereo unspecified)
  A: 1.3%; B: -8.9%; C: -3.1%; D: 1.8%
25) C(=N\c1nc2ccccc2n1Cc1ccccc1)/c1cccs1
  A: 5.3%; B: -15.3%; C: -5.5%; D: 1.8%
26) O=C(c1ccc(CS(=O)(=O)c2c(Cl)cccc2Cl)o1)N1CCCC1
  A: -2.4%; B: -13.0%; C: -1.1%; D: 3.9%
27) Cc1ccc(NC(=O)c2ccc(COc3ccc4c(c3)CCC4)cc2)c(C)c1
  A: /; B: /; C: -20.0%; D: -13.6%

The listing continues:
Screens by letter: A = IkB sig inh; B = Peg3 imprint; C = p53ts 32C tox; D = p53ts 39C tox
31) COc1ccccc1-c1cc2nc(C)c(CCC(=O)NCc3ccco3)c(C)n2n1
  A: ?; B: -16.5%; C: -3.1%; D: -3.5%
32) O=S1(=O)N=C(N2CCN(Cc3ccc4c(c3)OCO4)CC2)c2ccccc21
  A: -2.0%; B: -11.2%; C: -3.8%; D: 11.7%
33) CC(=O)c1cnc2c(-c3ccc(Cl)cc3)cnn2c1C
  A: /; B: /; C: -10.1%; D: -11.5%
34) Cc1ccc(N2CC(NC(=O)c3ccc(S(=O)(=O)N4CCOCC4)cc3)CC2=O)cc1 (stereo unspecified)
  A: 0.8%; B: -7.9%[10.9 µM]; C: 1.5%; D: -7.1%
35) Cn1c(=O)cc(OCC(=O)N2CCC(N3CCCCC3)CC2)c2ccccc21
  A: ?; B: -12.2%; C: -3.7%; D: -10.7%
36) FC(F)(F)c1cccc(OCCOCCn2cncn2)c1
  A: 1.2%; B: 14.8%; C: -5.2%; D: -10.3%
37) CCOc1ccccc1CNC(=O)CN1C(=O)CCc2cc(S(=O)(=O)N3CCCCC3)ccc21
  A: -0.9%; B: -8.2%[10.9 µM]; C: 9.9%; D: -14.2%
38) CCOC(=O)C1CCCN(C(=O)C2CCN(S(=O)(=O)c3c(C)noc3/C=C/c3ccccc3F)CC2)C1 (stereo unspecified)
  A: ?; B: -6.4%[10.9 µM]; C: -4.5%; D: -23.0%
39) CCOC(=O)C1=C(C)NC(=O)NC1c1cc2c(cc1Br)OCO2 (stereo unspecified)
  A: 1.6%; B: -8.9%; C: -8.1%; D: 1.3%
40) CCCCCCNc1nc2c(c(=O)n(C)c(=O)n2C)n1Cc1cccc(C)c1
  A: 0.8%; B: -19.8%[10.9 µM]; C: 0.9%; D: 6.4%
41) CC1CCN(S(=O)(=O)c2ccc(S(=O)(=O)N3CCN4CCCC4C3)cc2)CC1 (stereo unspecified)
  A: 5.9%; B: 0.1%; C: 2.8%; D: 2.4%
42) Cc1ccc(-c2nc(CN(C)C)cc(CN(C)C)c2O)cc1
  A: ?; B: -4.8%; C: -0.2%; D: 0.3%
43) Cc1cc(NC(=O)CSc2nc3c(c(=O)n2-c2ccc(Cl)cc2)SCC3)no1
  A: 1.1%; B: -13.6%; C: -6.3%; D: -0.6%
44) Cc1ccc(NCc2nnc(SCC(=O)NCCc3ccccc3)n2C)cc1
  A: 0.2%; B: -7.0%; C: 10.3%; D: -2.2%
45) COc1ccc(-n2ccnc(NCc3ccc(C)cc3)c2=O)cc1OC
  A: -0.9%; B: -2.1%[10.9 µM]; C: -0.8%; D: -13.1%
46) COc1ccc(OC)c(S(=O)(=O)Nc2cc3c(cc2C)n(C)c(=O)c(=O)n3C)c1
  A: -1.5%; B: -9.5%[10.9 µM]; C: 3.3%; D: 8.1%
47) COc1ccc(F)cc1NC(=O)C1CCN(c2nc(-c3ccc(OC)c(OC)c3)no2)CC1
  A: ?; B: -2.5%[10.9 µM]; C: 7.5%; D: -3.1%
48) Cc1cc(N2CCN(C(=O)c3ccco3)CC2)n2nc(C)nc2n1
  A: -0.2%; B: -8.3%; C: -2.1%; D: 9.7%
